Screening data: PubChem, several laboratories
pCIP destab – p/CIP-EGFP fusion destabilizers, primary screen, fluorescence, F442A cells; Q05BA5; 16 h; decrease of EGFP signal, % at 10 µM; 290,000 tested, 0.01% active;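 active = EGFP signal decrease of at least 30% at 10 µM or well 3 SD below plate mean, unless failing retest; inactive = the rest, including hits failing retest or dose response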; also: some compounds called inactive have numbers as strong as hits; many of its hits are not listed in these tables
IDE cell inh – human IDE inhibitors in live cells, primary screen, fluorescence polarization, HEK cells, FAbetaB substrate | 320,000 tested, 0.41% active | Insulin-degrading enzyme (Homo sapiens), P14735 | inhibition, % at 5.59 µM | FAbetaB cleavage;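 active = percent inhibition above the average of all tested compounds plus 3 SD, set per screening campaign, cut at about 16% in these data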;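 also: IDE supplied by intact live HEK cells; FP after avidin binding of uncleaved biotin substrate so inhibition keeps polarization high; 0% = DMSO wells and 100% = 60 µM reference IDE inhibitor Ii1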
Target sequence (P14735 whole entry, looked up): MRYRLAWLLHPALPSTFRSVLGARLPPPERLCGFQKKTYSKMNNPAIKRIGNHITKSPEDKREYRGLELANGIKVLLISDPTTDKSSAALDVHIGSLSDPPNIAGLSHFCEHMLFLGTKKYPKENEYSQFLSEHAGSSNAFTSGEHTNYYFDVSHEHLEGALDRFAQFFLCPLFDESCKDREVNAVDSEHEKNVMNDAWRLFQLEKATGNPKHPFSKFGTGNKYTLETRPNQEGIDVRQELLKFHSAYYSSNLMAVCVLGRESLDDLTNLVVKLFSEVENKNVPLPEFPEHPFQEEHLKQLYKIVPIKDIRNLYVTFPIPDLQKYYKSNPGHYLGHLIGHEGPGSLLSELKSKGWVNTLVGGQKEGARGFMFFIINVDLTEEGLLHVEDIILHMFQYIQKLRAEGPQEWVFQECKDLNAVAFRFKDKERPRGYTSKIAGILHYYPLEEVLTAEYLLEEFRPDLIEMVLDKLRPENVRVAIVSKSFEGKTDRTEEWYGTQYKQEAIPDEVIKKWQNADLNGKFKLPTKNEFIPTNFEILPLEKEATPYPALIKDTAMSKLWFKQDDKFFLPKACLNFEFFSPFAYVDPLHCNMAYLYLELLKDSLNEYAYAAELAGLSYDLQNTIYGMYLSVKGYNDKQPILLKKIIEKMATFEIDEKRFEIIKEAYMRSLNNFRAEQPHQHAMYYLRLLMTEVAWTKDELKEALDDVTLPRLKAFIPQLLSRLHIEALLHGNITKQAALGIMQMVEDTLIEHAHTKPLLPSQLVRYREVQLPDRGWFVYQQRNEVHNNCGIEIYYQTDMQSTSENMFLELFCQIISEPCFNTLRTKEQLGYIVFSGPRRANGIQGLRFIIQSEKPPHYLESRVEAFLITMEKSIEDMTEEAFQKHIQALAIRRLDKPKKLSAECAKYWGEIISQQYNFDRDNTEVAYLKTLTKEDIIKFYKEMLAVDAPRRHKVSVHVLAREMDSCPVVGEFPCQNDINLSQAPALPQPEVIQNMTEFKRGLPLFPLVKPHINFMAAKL
IMP-1 inh – IMP-1 metallo-beta-lactamase inhibitors, primary screen, biochemical, epi-absorbance readout, Pseudomonas aeruginosa enzyme; metallo-beta-lactamase IMP-1 (Pseudomonas aeruginosa); purified IMP-1, nitrocefin hydrolysis, epi-absorbance fluorescence; inhibition, % at 5.6 µM; 290,000 tested, 0.45% active;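 active = inhibition above the mean plus 3 SD of all compounds in the same screening run, cut at about 4.5% in these data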;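 also: 0% = IMP-1 with DMSO and 100% = DMSO wells lacking enzyme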
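System: Purified IMP-1 | Read-out basis: Percent enzyme inhibition | Controls: IMP-1 with DMSO as 0%, enzyme-free DMSO as 100% | Replicates: One well per compound | Doses: 5.6 µM nominal single concentration | Detection: Epi-absorbance fluorescence, 480 nm excitation, 530 nm emission | Incubation: 25 °C, 15 min preincubation, 25 min reaction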
SUMO HTRF inh – inhibitors of in vitro SUMOylation cascade, primary screen, biochemical, HTRF, uHTS; SUMO-conjugating enzyme UBC9 (Homo sapiens), P63279; inhibition, % at 35 µM; 290,000 tested, 0.36% active; HTRF SUMOylation assay, SAE1/SAE2 + UBC9; in the data active = inhibition above about 50%, passing the limit was not always enough; also: strong numbers were not always called active
CRFR2-BP antag – antagonists of CRF-BP/CRF-R2 complex, primary screen, cell-based, HEK293, calcium dye fluorescence, uHTS; inhibition, % at 11.8 µM; CRF-induced calcium fluorescence; 350,000 tested, 0.59% active;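 active = inhibition of the ligand-induced calcium signal above about 50% at the single tested concentration, limit read from the data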
GalR3 antag – GalR3 antagonists in HEK293 cells, primary screen, cell-based, fluorescence readout; HEK293 GalR3-CNG cAMP membrane potential fluorescence; galR3 body fused to GalR1 C-terminus; AID 651719, 2012; inhibition, % at 3 µM; 360,000 tested, 0.44% active;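 active = inhibition above the screen-wide average plus 3 SD, cut at about 13% in these data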;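 also: forskolin and galanin both at EC90 stimulate the cells; cAMP rise reported by CNG channel membrane potential dye signal; 0% = forskolin plus galanin with DMSO and 100% = forskolin alone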
HCV NS3 hel inh – inhibitors of HCV NS3 helicase, primary screen, biochemical, Cy5 molecular beacon fluorescence | 290,000 tested, 0.56% active | NS3 helicase DNA unwinding | inhibition, % at 10.9 µM;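 active = inhibition above the mean of all tested compounds plus 3 SD, set per campaign, cut at about 35% in these data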;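 also: 0% = DMSO wells and 100% = thioflavine S control wells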
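assay system = NS3 helicase fragment of HCV | buffer or medium = MOPS pH 6.5, MgCl2, DTT, Tween20, BSA | timing = 60 min unwinding reaction at 25 °C after ATP addition | signal = Cy5 beacon fluorescence read at start and 1 h | read-out basis = % inhibition of unwinding | control set = low DMSO, high thioflavine S at 110 µM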
VIM-2 inh – VIM-2 metallo-beta-lactamase inhibitors, primary screen, biochemical, epi-absorbance readout, Pseudomonas aeruginosa enzyme | purified VIM-2, nitrocefin hydrolysis, epi-absorbance fluorescence | inhibition, % at 5.6 µM | 290,000 tested, 0.89% active;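 active = inhibition above the mean of all tested compounds plus 3 SD, cutoff set per screening run, cut at about 7.5% in these data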;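 also: red hydrolysis product quenches plate fluorescence so inhibitors raise well fluorescence; 0% = enzyme with DMSO and 100% = DMSO without enzyme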
IDE cell activ – human IDE activators in live cells, primary screen, fluorescence polarization, HEK cells, FAbeta-B substrate; FAbeta-B cleavage; 0% vehicle, 100% cell-free pure enzyme wells; activation, % at 5.96 µM; 340,000 tested, 0.073% active;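 active = activation above the mean of all tested compounds plus 3 SD, set per screening campaign, cut at about 17% in these data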
* = called active by the depositor; & = joins results of further samples. Compounds were not picked by outcome, and some 3.2% of all compounds hit somewhere here.

Results for COc1ccccc1C(=O)NCC(c1ccco1)N1CCc2ccccc21 (stereo not drawn) ?
IDE cell inh: 2; CRFR2-BP antag: -2; GalR3 antag: -1; IDE cell activ: 0

Results for O=C1/C(=C/c2ccncc2)SC(=S)N1Cc1ccccc1 ?
pCIP destab: 10; IDE cell inh: -1; IMP-1 inh: 6.2*; SUMO HTRF inh: -9; CRFR2-BP antag: -9; GalR3 antag: -4; HCV NS3 hel inh: 5; VIM-2 inh: 0.8; IDE cell activ: 2

What do the screens show for `CS(=O)(=O)c1nc2ccccc2n1Cc1ccccc1`?
pCIP destab: -1; IDE cell inh: 0; IMP-1 inh: -3.3; SUMO HTRF inh: -8; CRFR2-BP antag: -3; GalR3 antag: -4; HCV NS3 hel inh: -2; VIM-2 inh: -0.8; IDE cell activ: -1

What do the screens show for `c1ccc(-n2nnnc2NC2CCCCCC2)cc1`?
pCIP destab: -12; IDE cell inh: 4; IMP-1 inh: 0.2; SUMO HTRF inh: -10; CRFR2-BP antag: -16; GalR3 antag: -2; HCV NS3 hel inh: 7; VIM-2 inh: -2.1; IDE cell activ: 5

Results for Cc1nn(C)c(C(=O)Nc2ccc(Cn3cccn3)cc2)c1[N+](=O)[O-] ?
pCIP destab: -2; IDE cell inh: -7; IMP-1 inh: -2.2; SUMO HTRF inh: 25; CRFR2-BP antag: 12; GalR3 antag: -3; HCV NS3 hel inh: -3; VIM-2 inh: -3.0; IDE cell activ: 6

Results for COc1ccc2nc(N3C(=O)C(O)=C(C(=O)c4ccco4)C3c3ccccc3OC)sc2c1 (stereo not drawn) ?
pCIP destab: 2; IDE cell inh: 0; IMP-1 inh: -2.7; SUMO HTRF inh: 17; CRFR2-BP antag: 28; GalR3 antag: -7; HCV NS3 hel inh: 25; VIM-2 inh: -5.9; IDE cell activ: 4

What do the screens show for `O=C(COC(=O)c1cncc(Br)c1)NC1CCCCC1`?
pCIP destab: 3; IDE cell inh: -2; IMP-1 inh: -0.5; SUMO HTRF inh: 7; CRFR2-BP antag: 5; GalR3 antag: -7; HCV NS3 hel inh: -4; VIM-2 inh: -0.1; IDE cell activ: -3

What do the screens show for `Cn1nc(C(=O)NCCc2ccc(S(N)(=O)=O)cc2)c2ccccc2c1=O`?
pCIP destab: -9; IDE cell inh: 6; IMP-1 inh: -3.2; SUMO HTRF inh: -6; CRFR2-BP antag: 24; GalR3 antag: 1; HCV NS3 hel inh: -27; VIM-2 inh: -2.9; IDE cell activ: 5

What do the screens show for `Cc1cc(Nc2cccc(Cl)c2Cl)n2ncnc2n1`?
pCIP destab: -6; IMP-1 inh: -0.4; SUMO HTRF inh: 9; CRFR2-BP antag: 6; GalR3 antag: -12; HCV NS3 hel inh: 6; VIM-2 inh: 2.3; IDE cell activ: -4

Results for Cc1[nH][nH]c(=O)c1C(c1cc([N+](=O)[O-])ccc1O)c1c(C)[nH][nH]c1=O ?
pCIP destab: 5; IDE cell inh: 0; IMP-1 inh: -1.1; SUMO HTRF inh: -6; CRFR2-BP antag: -13; GalR3 antag: 6; HCV NS3 hel inh: 9; VIM-2 inh: -0.7; IDE cell activ: 3

Results for COC(=O)c1ccc(C(=O)OC)c(NS(=O)(=O)c2ccc(NC(C)=O)cc2)c1 ?
pCIP destab: -6; IDE cell inh: 0; IMP-1 inh: -3.2; SUMO HTRF inh: 6; CRFR2-BP antag: -7; GalR3 antag: -1; HCV NS3 hel inh: 0; VIM-2 inh: -4.2; IDE cell activ: 7

How did Cc1ccc(NC(=S)N2CCN(c3ncccn3)CC2)c(C)c1 do in these assays?
pCIP destab: -6; IDE cell inh: 0; IMP-1 inh: -0.8; SUMO HTRF inh: 11; CRFR2-BP antag: 7; GalR3 antag: -7; HCV NS3 hel inh: -6; VIM-2 inh: 1.9; IDE cell activ: 3

How did CCN1CCN(C(=S)Nc2ccc(Cl)c(Cl)c2)CC1 do in these assays?
pCIP destab: -2; IDE cell inh: 6; IMP-1 inh: -1.1; SUMO HTRF inh: 6; CRFR2-BP antag: 6; GalR3 antag: -4; HCV NS3 hel inh: -19; VIM-2 inh: -2.1; IDE cell activ: 4

Results for O=C(c1ccco1)N1CCN(S(=O)(=O)c2ccc(Cl)cc2)CC1 ?
pCIP destab: -5; IDE cell inh: -4; IMP-1 inh: -3.9; SUMO HTRF inh: 14; CRFR2-BP antag: 5; GalR3 antag: -3; HCV NS3 hel inh: 8; VIM-2 inh: -1.2; IDE cell activ: 2

Results for COc1ccc(NC(=O)COC(=O)c2ccc(OCc3ccc(Cl)cc3Cl)c(OC)c2)c(OC)c1 ?
pCIP destab: -14; IDE cell inh: 0; IMP-1 inh: -0.6; SUMO HTRF inh: 9; CRFR2-BP antag: 9; GalR3 antag: -2; HCV NS3 hel inh: -15; VIM-2 inh: -1.7; IDE cell activ: 7

How did COC(=O)c1ccccc1NC(=O)Nc1cc(C)ccn1 do in these assays?
pCIP destab: -3; IDE cell inh: -2; IMP-1 inh: -3.4; SUMO HTRF inh: -6; CRFR2-BP antag: 23; GalR3 antag: 1; HCV NS3 hel inh: 3; VIM-2 inh: -2.2; IDE cell activ: 6

Results for O=S(=O)(Cc1ccccc1)Cc1cnc(Cl)s1 ?
pCIP destab: -7; IDE cell inh: 5; IMP-1 inh: -3.6; SUMO HTRF inh: 22; CRFR2-BP antag: 3; GalR3 antag: 9; HCV NS3 hel inh: 4; VIM-2 inh: -3.8; IDE cell activ: 6

Results for Cc1ccc(S(=O)(=O)NNC(=O)c2ccncc2)cc1 ?
pCIP destab: 5; IDE cell inh: 2; IMP-1 inh: -0.4; SUMO HTRF inh: -1; CRFR2-BP antag: 20; GalR3 antag: 2; HCV NS3 hel inh: -1; VIM-2 inh: 0.6; IDE cell activ: -2

What do the screens show for `CCN(CC)S(=O)(=O)c1ccc(C(=O)NNC(=O)c2csc(N3CCOCC3)n2)cc1`?
IDE cell inh: -3; CRFR2-BP antag: 2; GalR3 antag: -3; IDE cell activ: 0

Results for Cc1nc2nc(C)c(CCC(=O)NCCCN3CCN(c4cccc(Cl)c4)CC3)c(C)n2n1 ?
pCIP destab: -8&-3; IDE cell inh: -4&8; IMP-1 inh: -1.9&-0.9; SUMO HTRF inh: 20&18; CRFR2-BP antag: -5&9; GalR3 antag: -4&-6; HCV NS3 hel inh: -16&-25; VIM-2 inh: -1.6&-1.5; IDE cell activ: -13&-1

Gathered by group: the compounds so far with a nitro group on carbon (2)
Results for Cc1nn(C)c(C(=O)Nc2ccc(Cn3cccn3)cc2)c1[N+](=O)[O-] ?
pCIP destab: -2; IDE cell inh: -7; IMP-1 inh: -2.2; SUMO HTRF inh: 25; CRFR2-BP antag: 12; GalR3 antag: -3; HCV NS3 hel inh: -3; VIM-2 inh: -3.0; IDE cell activ: 6

Results for Cc1[nH][nH]c(=O)c1C(c1cc([N+](=O)[O-])ccc1O)c1c(C)[nH][nH]c1=O ?
pCIP destab: 5; IDE cell inh: 0; IMP-1 inh: -1.1; SUMO HTRF inh: -6; CRFR2-BP antag: -13; GalR3 antag: 6; HCV NS3 hel inh: 9; VIM-2 inh: -0.7; IDE cell activ: 3

The results go on:
How did COc1ccc(NC(=O)CN(C)C(=O)c2ccccc2OC)cc1 do in these assays?
pCIP destab: -5; IMP-1 inh: -5.8; SUMO HTRF inh: 7; CRFR2-BP antag: 2; GalR3 antag: -8; HCV NS3 hel inh: 3; VIM-2 inh: -2.9; IDE cell activ: 3

What do the screens show for `COc1ccc2c(c1OC)C(=O)OC2c1c(O)nc(SC)n(-c2ccccc2)c1=O` (stereo not drawn)?
pCIP destab: -2; IDE cell inh: 4; IMP-1 inh: -3.0; SUMO HTRF inh: -5; CRFR2-BP antag: -80; GalR3 antag: 5; HCV NS3 hel inh: 10; VIM-2 inh: -1.0; IDE cell activ: 5

Results for Cc1ccc2c(CN3CCN(S(=O)(=O)c4ccccc4C(F)(F)F)CC3)cc(=O)oc2c1 ?
IDE cell inh: 2; CRFR2-BP antag: -4; GalR3 antag: -5; IDE cell activ: -2

What do the screens show for `Oc1ccc(C2=Nn3c(nnc3-c3ccco3)SC2)cc1O`?
pCIP destab: -22; IDE cell inh: -3; IMP-1 inh: -1.7; SUMO HTRF inh: 3; CRFR2-BP antag: 1; GalR3 antag: 1; HCV NS3 hel inh: -1; VIM-2 inh: 16*; IDE cell activ: 7

Results for Cc1ccc(N2CCN(S(=O)(=O)c3ccc4c(c3)n(C)c(=O)c(=O)n4C)CC2C)cc1 (stereo not drawn) ?
pCIP destab: -13; IDE cell inh: 3; IMP-1 inh: -1.8; SUMO HTRF inh: 3; CRFR2-BP antag: 14; GalR3 antag: -7; HCV NS3 hel inh: 0; VIM-2 inh: -1.7; IDE cell activ: -7

Results for Cc1ccc(NC(=O)CSc2nnc(C)n2CC2CCCO2)cc1 (stereo not drawn) ?
pCIP destab: 1; IDE cell inh: 1; IMP-1 inh: -2.3; SUMO HTRF inh: 6; CRFR2-BP antag: 7; GalR3 antag: -4; HCV NS3 hel inh: 2; VIM-2 inh: 0.3; IDE cell activ: -2

How did Cc1ccc(C)c(NC2=C(Cl)C(=O)OC2OC(C)C)c1 (stereo not drawn) do in these assays?
pCIP destab: -7; IDE cell inh: -7; IMP-1 inh: -1.2; SUMO HTRF inh: 0; CRFR2-BP antag: 12; GalR3 antag: -3; HCV NS3 hel inh: 2; VIM-2 inh: 0.2; IDE cell activ: 7

What do the screens show for `O=C(NN=C1CCCCCCC1)c1ccccn1`?
pCIP destab: -6; IDE cell inh: 4; IMP-1 inh: -3.6; SUMO HTRF inh: 18; CRFR2-BP antag: -8; GalR3 antag: -3; HCV NS3 hel inh: 0; VIM-2 inh: -4.4; IDE cell activ: 5

What do the screens show for `Cc1[nH]c2ccc(OC(F)(F)F)cc2c1CCN1C(=O)c2ccc(C(=O)O)cc2C1=O`?
pCIP destab: 0; IDE cell inh: -6; IMP-1 inh: -1.0; SUMO HTRF inh: 4; CRFR2-BP antag: 5; GalR3 antag: -2; HCV NS3 hel inh: -31; VIM-2 inh: 0.3; IDE cell activ: -2

How did CCOCCCNC(=O)C1CCCN(S(=O)(=O)c2ccc(-n3cnnn3)cc2)C1 (stereo not drawn) do in these assays?
pCIP destab: 4; IDE cell inh: 0; IMP-1 inh: -1.4; SUMO HTRF inh: 9; CRFR2-BP antag: -6; GalR3 antag: -6; HCV NS3 hel inh: -4; VIM-2 inh: 0.7; IDE cell activ: 2
